proCasp7 act: activates human procaspase-7, counter-screen for procaspase-3 activators; hit rate 0.093% among 330,000; recombinant procaspase-7, Ac-DEVD-pNA absorbance 405 nm; D23A/D198A/D206A triple mutant, cannot self-cleave; scale: DMSO 0, 5 µM enzyme 100; activation, % at 8.5 µM; P55210; AID 463210;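 active = percent activation above the screen-wide mean plus 3 SD, cut at about 25% in these data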
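Material: Procaspase-7 triple mutant (PC-7 D3A) | Quantity: 2 µM procaspase-7 mutant as dispensed | Reagent: DEVD-pNA substrate | Times: 1 h preincubation, 2 h reaction | Technique: 405 nm absorbance of p-nitroaniline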
procasp3 activ: procaspase-3 (human) activation; P42574; recombinant procaspase-3 D3A, Ac-DEVD-pNA absorbance 405 nm; activation, % at 8.5 µM; hit rate 0.11% among 330,000; AID 463141;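 active = activation above the mean of all tested compounds plus 3 SD, cut at about 21% in these data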;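 note: 0% = DMSO alone and 100% = DMSO wells spiked with extra 5 µM PC-3 D3A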
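Evaluation: percent activation relative to control range; Material: Procaspase-3 D3A mutant, all three cleavage aspartates alanine; Compound: single dose, 8.5 µM nominal compound, 0.8% DMSO; Replication: one well per compound; Signal: absorbance at 405 nm, 0 and 120 min; Schedule: 1 h preincubation plus 2 h reaction at 25 °C.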
EBNA-1 inhibitor: blocks EBNA-1 binding to DNA; inhibition, % at 14.8 µM; AID 1950; EBNA-1 DNA binding, fluorescence polarization; hit rate 0.34% among 300,000; in the data active = inhibition above about 28%
MEP2 TOR yeast: yeast TOR pathway MEP2-GFP modulation. hit rate 0.51% among 330,000. S. cerevisiae MEP2-GFP strain, flow cytometry GFP, 3 h; 100% = DMSO control level. GFP response vs DMSO, % at 10 µM;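 active = GFP response versus DMSO above a set limit, roughly screen mean plus 3 SD, cut at about 180% in these data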;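 note: median GFP fluorescence of the barcode-gated MEP2-GFP cells per well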
LAP4-GFP MLPCN: modulators of TOR pathway LAP4-GFP in S. cerevisiae; S. cerevisiae LAP4-GFP multiplex, flow cytometry GFP, 3 h; median GFP as percent of DMSO wells; GFP response vs DMSO, % at 10 µM; hit rate 0.34% among 320,000; AID 2023;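 active = GFP response vs DMSO above a set limit, about the screen mean plus 3 SD, cut at about 150% in these data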
ZTA counter: counter-screen for EBNA-1 inhibitors: inhibitors of Epstein-Barr virus ZTA. P03206. ZTA-DNA binding, fluorescence polarization. inhibition, % at 11 µM. hit rate 0.15% among 320,000. AID 2234; in the data active = inhibition above about 33%
AHR activator: activators of human aryl hydrocarbon receptor; hit rate 2.5% among 320,000; AID 2796; activation, % at 5 µM; P35869; AHR-responsive luciferase reporter cells, luminescence; in the data active = activation above about 47%;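 note: 0% = vehicle wells and 100% = reference agonist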
RPL19A-GFP yeast: alters RPL19A-GFP fluorescence in TOR pathway yeast screen; S. cerevisiae RPL19A-GFP strain, flow cytometry, 3 h; stronger effect = lower value; percent response vs DMSO, % at 10 µM; hit rate 0.3% among 330,000; AID 2025;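 active = percent response vs DMSO below 50%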;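 note: median channel GFP fluorescence of the barcoded RPL19A-GFP strain; ratio of sample median GFP to plate DMSO average so 100% = DMSO; lower means less RPL19A-GFP as with rapamycin TOR inhibition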
* = called active by the depositor; · = not tested or not shown.

SMILES	proCasp7 act	procasp3 activ	EBNA-1 inhibitor	MEP2 TOR yeast	LAP4-GFP MLPCN	ZTA counter	AHR activator	RPL19A-GFP yeast
O=C(Cn1nc(CNc2ccc(Cl)cc2)[n+]2c1CCCCC2)c1ccc(Cl)cc1	-6	-4	-2	95	90	-3	29	107
O=C(C[C@@H]1C/C=C\C[C@H](NC(=O)OCC2c3ccccc3-c3ccccc32)C(=O)OC[C@H]2CCCN2C1=O)N[C@H](CO)Cc1ccccc1	6	-5	·	109	102	·	-1	106
CC(C)OC(=O)COc1cc(O)c2c(=O)cc(-c3ccccc3)oc2c1	-5	0	7	100	100	7	-1	100
CCOC(=O)c1c(S(=O)(=O)N2CCCCCC2)c(C)n(C)c1C	2	-7	-17	103	102	-10	1	101
CC1(C)CC(=O)C=C(NCc2ccc(C(=O)O)cc2)C1	3	2	-9	91	101	-1	0	96
COc1ccc(Oc2nc(-c3ccccc3)ncc2S(=O)(=O)c2ccccc2)cc1	-8	-3	9	102	101	0	2	102
CC(=O)N1CCCc2cc(S(=O)(=O)N3CCN(c4ccccn4)CC3)ccc21	-6	-10	18	98	94	30	-1	101
CC(C)c1ccc(NC(=O)CNCC(c2ccccc2)N(C)C)cc1 (stereo not given)	-3	-3	0	116	102	5	1	104
CCOC(=O)C1CCN(C(=O)Cn2cnc3sc(C)c(S(=O)(=O)N4CCCCC4)c3c2=O)CC1	13	2	2	95	93	-21	-1	96
N#Cc1ccc(C23CC4(C2)[C@H](CN(Cc2ccc(C(F)(F)F)cc2)[C@@H]4c2ccccc2)C3c2ccc(C(F)(F)F)cc2)cc1 (stereo not given in full)	6	6	-1	102	98	-15	1	95
O=C(NCc1ccc2c(c1)OCO2)C1CCCN(S(=O)(=O)c2cccc3cccnc23)C1 (stereo not given)	10	-2	2	107	100	-15	9	99
CCOC(=O)/C(C#N)=C\c1ccc(O)c(OC)c1	-4	-4	-4	97	83	-6	0	101
CCCOc1ccc(NC(=O)C2CC(=O)N/C(=N/N=C(C)/C=C/c3ccc(N(C)C)cc3)S2)cc1 (stereo not given)	-23	-10	2	105	104	-6	9	104
CCc1ccc(NC(=S)N2CCCCCCC2)cc1	8	1	2	91	104	2	5	96
CCOC(=O)CSc1nc(C)c2cc(OC)ccc2n1	-5	-6	4	97	109	-15	4	99
O=C(c1ccccc1Cc1ccccc1)N1CCN(S(=O)(=O)c2ccccc2Br)CC1	-2	-5	2	95	104	0	4	98
CC(C)N(C(=S)Nc1cc(S(=O)(=O)N2CCOCC2)ccc1Cl)c1ccccc1	12	9	-3	112	96	-5	-4	97
Cn1c(Cc2cccs2)nnc1SCC(=O)Nc1ccccc1	-3	1	7	99	97	10	2	96
CC(=O)Nc1cccc(-c2nc3ccccc3o2)c1	-1	-5	-8	98	93	-13	22	97
CC1=C(C#N)C(c2ccccc2O)C(C#N)=C(C)N1	4	-2	1	105	106	4	43	103
O=C(c1cccs1)N(CCN1CCCCC1)CC1CCCN(C2CCCC2)C1 (stereo not given)	8	7	3	101	91	-2	1	92
Cc1cc([N+](=O)[O-])nn1CC(=O)N1c2ccccc2CC1C (stereo not given)	-9	-14	0	97	97	-7	7	100
CC(=O)Oc1ccccc1-n1c(C)nc(=O)c(-c2ccccc2)c1C	6	-1	11	107	113	1	-2	106
CCOC(=O)C1CCN(S(=O)(=O)c2ccc(Br)c(OCC)c2)CC1	-5	-3	4	94	105	10	2	96
O=C(NCc1ccccc1)C1=C[C@@H](c2ccc3c(c2)OCO3)C[C@@H](OCCCCO)O1	0	1	6	99	136	0	7	104
CCOC(=O)/C=c1\s/c(=C\c2ccccc2OC)c(=O)n1CC(=O)N1CCOCC1	-11	0	0	97	97	-13	2	98
Cc1ccc(-n2ncc(C(=O)N3CCN(C(=O)c4ccco4)CC3)c2-n2cccc2)cc1	11	-4	4	87	92	-2	2	96
CN=C(Nc1ccc(C(=O)OC)s1)c1ccccc1	8	7	-6	97	98	8	1	100
O=C(COC(=O)/C(=C/c1cccs1)c1cccs1)NC(c1ccccc1)c1ccccc1	-2	2	-3	89	90	-15	3	104
O=C(NCCS(=O)(=O)N1CCN(c2ccccc2)CC1)c1ccco1	5	5	-3	101	104	-8	-1	101

Results in AHR activator and EBNA-1 inhibitor, for some of the entries so far:
SMILES | AHR activator | EBNA-1 inhibitor
CCCOc1ccc(NC(=O)C2CC(=O)N/C(=N/N=C(C)/C=C/c3ccc(N(C)C)cc3)S2)cc1 (stereo not given) | 9 | 2
CCc1ccc(NC(=S)N2CCCCCCC2)cc1 | 5 | 2
CCOC(=O)CSc1nc(C)c2cc(OC)ccc2n1 | 4 | 4

New compounds follow.
SMILES	proCasp7 act	procasp3 activ	EBNA-1 inhibitor	MEP2 TOR yeast	LAP4-GFP MLPCN	ZTA counter	AHR activator	RPL19A-GFP yeast
COc1ccc(CN(CCC(c2ccccc2)C2CCOC(C)(C)C2)C(C)=O)cc1 (stereo not given)	1	4	6	106	96	-10	0	102
CN(C)CCn1nnnc1SCC1=C(C(=O)O)N2C(=O)[C@@H](NC(=O)Cc3csc(N)n3)[C@H]2SC1	-24	-19	6	99	93	-6	-3	102
O=C(CCC(=O)N(CC(=O)NC1CCCCC1)Cc1ccco1)Nc1nccs1	-5	-6	2	103	102	4	6	91
COc1ccc(/C=C/C2=NNC(=O)CC2)cc1	-3	-2	-8	94	96	-11	1	95
CCn1c(CNC(=O)c2cccc(C)c2)nc2ccccc21	-3	0	-20	91	86	-2	33	100
Cc1ccc(NC2(C#N)C(=O)Nc3ccccc32)cc1C (stereo not given)	7	5	-7	102	99	-4	7	108
O=S(=O)(c1ccccc1)N1N=C(c2cccs2)CC1c1ccc(Br)cc1 (stereo not given)	6	4	-3	104	97	2	7	99
O=C(Nc1ccc(C(=O)N2CCCc3ccccc32)cc1)c1cccs1	-6	3	15	105	92	15	-5	103
CCn1ncc(C2=NOC(C(=O)Nc3cccc(O)c3)C2)c1C (stereo not given)	3	0	-8	102	91	-7	6	98
COc1ccc(-c2[nH]n(-c3ccc([N+](=O)[O-])cc3)c(=O)c2C=NCc2ccccc2)cc1	-4	-1	0	99	88	16	0	104

The list goes on, overlapping the part above by two compounds.
SMILES	proCasp7 act	procasp3 activ	EBNA-1 inhibitor	MEP2 TOR yeast	LAP4-GFP MLPCN	ZTA counter	AHR activator	RPL19A-GFP yeast
CCn1ncc(C2=NOC(C(=O)Nc3cccc(O)c3)C2)c1C (stereo not given)	3	0	-8	102	91	-7	6	98
COc1ccc(-c2[nH]n(-c3ccc([N+](=O)[O-])cc3)c(=O)c2C=NCc2ccccc2)cc1	-4	-1	0	99	88	16	0	104
COc1ccc(C2CC(=O)N(CCCN(C)CCc3ccc(OC)c(OC)c3)C2)cc1 (stereo not given)	10	-11	11	100	103	-2	0	100
COc1ccc(Nc2nc(NCc3ccco3)nc(N3CCOCC3)n2)cc1	1	1	-4	95	126	12	43	94
CCCCOc1ccc([N+](=O)[O-])cc1C(=O)O	-10	-6	-8	94	114	5	2	98
COC(=O)N/N=C/c1cc(Cl)cc(Cl)c1OCc1ccccc1F	-1	1	-2	94	79	-11	41	99
CCN1CCN(S(=O)(=O)c2cc(C)c(OC)cc2C)CC1	-15	3	9	96	98	14	1	94
CCOC(=O)c1cccc(C2=CC(=O)CC(C)(C)C2)c1	-2	10	·	93	99	-11	-2	94
COc1cccc(OCc2cc(C(=O)N(C)CCC3CCCCO3)no2)c1 (stereo not given)	1	4	-6	101	106	10	20	105
CCOc1ccc(C(=O)N2CCN(CCc3ccccc3)CC2)cc1OCC	3	6	7	107	94	-20	2	110

Seven neighbouring records already listed, quoted:
SMILES	proCasp7 act	procasp3 activ	EBNA-1 inhibitor	MEP2 TOR yeast	LAP4-GFP MLPCN	ZTA counter	AHR activator	RPL19A-GFP yeast
COc1ccc(Nc2nc(NCc3ccco3)nc(N3CCOCC3)n2)cc1	1	1	-4	95	126	12	43	94
CCCCOc1ccc([N+](=O)[O-])cc1C(=O)O	-10	-6	-8	94	114	5	2	98
COC(=O)N/N=C/c1cc(Cl)cc(Cl)c1OCc1ccccc1F	-1	1	-2	94	79	-11	41	99
CCN1CCN(S(=O)(=O)c2cc(C)c(OC)cc2C)CC1	-15	3	9	96	98	14	1	94
CCOC(=O)c1cccc(C2=CC(=O)CC(C)(C)C2)c1	-2	10	·	93	99	-11	-2	94
COc1cccc(OCc2cc(C(=O)N(C)CCC3CCCCO3)no2)c1 (stereo not given)	1	4	-6	101	106	10	20	105
CCOc1ccc(C(=O)N2CCN(CCc3ccccc3)CC2)cc1OCC	3	6	7	107	94	-20	2	110

Source: PubChem BioAssay (several laboratories)
